SMARCA2 activ – increases SMARCA2 function in MMTV reporter cells; MG213 cells, MMTV-luciferase reporter, dexamethasone, overnight; activation, % at 9.1 µM; hit rate 1% among 370,000; in the data active means activation above about 7.8%;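 further: 0% = vehicle wells and 100% = reference activator wells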
hcDAF12 agonist – activates DAF-12 receptor from parasite H. contortus | HEK293 hcDAF-12 lit1-tk-luc reporter, luminescence; 0% DMSO, 100% Δ7-dafachronic acid | activation, % at 6.8 µM | hit rate 1.4% among 370,000 | AID 652067;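 active means activation above the mean of all tested compounds plus 3 SD, cut at about 5.5% in these data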;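 further: 100% = response to 3 µM Δ7-dafachronic acid high control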
FXN GAA850 act – activators of GAA850 frataxin (FXN) promoter. HEK293 lucGAA850 FXN promoter luciferase reporter, 24 h; percent of 10 µM SAHA response. activation, % at 6 µM. hit rate 0.56% among 360,000;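 active means activation above the average of all compounds screened plus 3 SD, cutoff fixed separately per campaign, cut at about 7.5% in these data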;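 further: 0% = DMSO wells and 100% = 10 µM SAHA wells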
ssDAF-12 act – activates DAF-12 receptor from parasite S. stercoralis. HEK293 ssDAF-12/GRIP1 lit1-tk-luc reporter, luminescence; % of 3 µM dafachronic acid response. activation, % at 6.8 µM. hit rate 1% among 370,000;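 active means activation above the mean over all tested compounds plus 3 SD, cut at about 0.9% in these data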;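 further: 0% = DMSO-only wells and 100% = 3 µM delta7-dafachronic acid wells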
GC-A act – GC-A (human) enzyme activation | activation, % at 10 µM | AID 1671463 | P16066 | hit rate 0.14% among 370,000 | HEK293 GC-A cells, cGMP TR-FRET, EC30 ANP; 0% at EC30 ANP, 100% saturating ANP; in the data active means activation above about 40%
DAX1 inh-1 – NR0B1 (DAX1) inhibition. P51843. inhibition, % at 6.75 µM. hit rate 0.99% among 340,000. HEK293 Gal4-DAX1 luciferase reporter, luminescence. AID 504766;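 active means inhibition above the mean over all tested compounds plus 3 SD, cut at about 4.2% in these data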;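 further: 0% = DAX1-transfected cells with DMSO and 100% = empty-vector control cells with DMSO; inhibition shows as a rise in luminescence from relieved DAX1 repression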
Target sequence (P51843 207-470 limits assumed): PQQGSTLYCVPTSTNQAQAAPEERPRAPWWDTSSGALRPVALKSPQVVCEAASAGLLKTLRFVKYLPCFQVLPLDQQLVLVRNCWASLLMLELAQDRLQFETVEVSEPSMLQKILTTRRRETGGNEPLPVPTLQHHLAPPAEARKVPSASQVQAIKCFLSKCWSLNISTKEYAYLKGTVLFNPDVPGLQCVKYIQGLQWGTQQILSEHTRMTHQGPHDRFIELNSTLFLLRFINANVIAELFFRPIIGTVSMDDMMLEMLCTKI
GC-B act – GC-B (human) receptor activation | P20594 | HEK293-GC-B cells, CNP EC30, cGMP TR-FRET; 0% at EC30 CNP, 100% saturating CNP | activation, % at 10 µM | hit rate 0.11% among 370,000 | AID 1920062;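 active means activation at 10 µM reaching about 35% in either raw or pattern-adjusted values, limit read from the data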
DAX1 inh-2 – inhibitors of DAX1 repression of SF-1 activated StAR promoter; AID 652010; HEK293T StAR-luciferase reporter, SF-1/DAX-1 repression relief; hit rate 1.1% among 370,000; inhibition, % at 6.8 µM;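 active means inhibition above the mean over all tested compounds plus 3 SD, cut at about 3.6% in these data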;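 further: 0% = DAX-1 cells with DMSO and 100% = cells lacking DAX-1 with DMSO; higher inhibition means more luminescence from relief of DAX-1 repression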
KLK7 zymogen act – activates the human kallikrein-7 zymogen | P49862 | purified proKLK7, EDANS-DABCYL substrate fluorescence; 100% is mature enzyme control, 0% vehicle | activation, % at 7 µM | hit rate 0.9% among 370,000;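 active means activation above the mean of all tested compounds plus 3 SD, computed per campaign excluding outliers beyond control limits, cut at about 13% in these data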
Target sequence (P49862 whole entry, looked up): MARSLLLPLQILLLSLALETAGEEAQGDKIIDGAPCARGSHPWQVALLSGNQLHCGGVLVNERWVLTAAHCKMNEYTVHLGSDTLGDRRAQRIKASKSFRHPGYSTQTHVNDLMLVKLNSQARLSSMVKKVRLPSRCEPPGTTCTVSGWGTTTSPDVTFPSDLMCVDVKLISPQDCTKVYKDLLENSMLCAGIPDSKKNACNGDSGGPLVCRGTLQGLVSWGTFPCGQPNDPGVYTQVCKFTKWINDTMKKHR
hgDAF-12 ag – agonists of H. glycines DAF-12 nuclear receptor | HEK293 GAL4-hgDAF12 UAS-luciferase reporter, agonist luminescence; normalized to butyrate control | activation, % at 6.8 µM | hit rate 1.8% among 370,000;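 active means activation above a cutoff set at the mean of all screened compounds plus 3 SD, cut at about 10% in these data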;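 further: 0% = DMSO wells and 100% = sodium butyrate wells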
sPLA2-III inh – Inhibits HGIII-sPLA2 liposome hydrolysis, primary screen | Q9NZ20 | QFRET BODIPY PC-A2 liposome hydrolysis, fluorescence | inhibition, % at 12.2 µM | hit rate 0.56% among 370,000 | AID 743126;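 active means inhibition above mean plus 3 SD of compounds lying within the high and low control bounds, cut at about 19% in these data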;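 further: 0% = median of test compound wells and 100% = no enzyme DMSO wells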
Target sequence (Q9NZ20 whole entry, looked up): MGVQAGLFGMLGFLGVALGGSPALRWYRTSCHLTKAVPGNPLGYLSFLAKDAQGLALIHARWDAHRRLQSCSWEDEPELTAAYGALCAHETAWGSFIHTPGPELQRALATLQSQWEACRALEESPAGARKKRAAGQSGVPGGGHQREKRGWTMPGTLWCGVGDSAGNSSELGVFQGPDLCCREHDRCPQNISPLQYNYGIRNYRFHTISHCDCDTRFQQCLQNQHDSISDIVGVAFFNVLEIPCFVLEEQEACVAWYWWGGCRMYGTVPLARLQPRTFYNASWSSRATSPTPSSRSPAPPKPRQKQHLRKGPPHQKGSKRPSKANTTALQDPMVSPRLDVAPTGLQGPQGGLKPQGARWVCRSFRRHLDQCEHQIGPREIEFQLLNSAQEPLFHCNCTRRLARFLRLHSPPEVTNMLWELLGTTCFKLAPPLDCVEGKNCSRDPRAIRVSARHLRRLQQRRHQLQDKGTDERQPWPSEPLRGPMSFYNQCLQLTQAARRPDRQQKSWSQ
* hit, by the source's call; nt = no result given.

SMILES	SMARCA2 activ	hcDAF12 agonist	FXN GAA850 act	ssDAF-12 act	GC-A act	DAX1 inh-1	GC-B act	DAX1 inh-2	KLK7 zymogen act	hgDAF-12 ag	sPLA2-III inh
CC[C@@H](C)C(NC(=O)OC(C)(C)C)c1cn([C@@H](CCCCNC(=O)OC(C)(C)C)C(=O)N2CCN(C(=O)OC(C)(C)C)CC2)nn1 (stereo not given in full)	-1.7	0.2	0.1	-1.4	1.1	-0.3	1.1	0.1	0.1	-3.3	3.1
COc1ccc(CNC(=O)C2CCN(S(=O)(=O)N3CCC4(CC3)OCCO4)CC2)c(OC)c1	-0.9	2.6	0.4	-1.5	-2.0	0.4	5.4	0.5	-0.3	0.2	4.0
CN(Cc1ccccc1F)C(=O)c1sccc1-c1ccccc1	0.5	1.1	3.2	-1.2	3.0	0.8	-0.4	1.4	0.8	0.8	5.1
CC1(C)Cc2c(cnn2-c2ccccc2)C(NC(=O)c2ccc[n+]([O-])c2)C1 (stereo not given)	-2.6	-1.2	1.4	-0.6	-1.5	1.2	-1.4	2.4	-0.4	0.1	8.0
CC1(C)CC(NS(=O)(=O)c2ccc(F)cc2)CC(C)(C)N1	-3.0	0.9	-1.4	0.5	4.9	0.2	3.8	-0.6	0.2	-0.5	-1.5
O=C(c1ccccc1)N1CCN(Cc2ccccc2Br)CC1	-4.4	-1.4	-0.9	-0.8	-4.5	0.4	-2.7	-0.2	-0.4	-0.3	-1.1
CCC(C)Sc1nnc(NC(=O)c2ccco2)s1 (stereo not given)	5.7	2.4	3.9	-0.5	1.4	-0.5	4.1	-0.3	0.3	4.8	6.1
Cc1[nH]n(-c2ccccc2)c(=O)c1-c1ccccc1	0.5	0.7	-0.5	-1.1	8.3	1.9	-2.1	1.0	0.0	-0.6	-8.7
Cc1ccc(N(CCC(=O)NC(C)(C)C)S(=O)(=O)c2ccc(C)cc2)cc1	-4.4	0.4	0.9	-2.0	2.6	-0.9	1.3	-0.5	-0.1	4.6	-3.1
CCOC(=O)c1c(NC(=O)CCl)sc(C(=O)N(CC)CC)c1C	-6.3	-1.2	-1.9	-1.2	-6.3	-1.7	0.8	-1.2	0.3	-3.3	5.0
CCCCN1C(N)=NC[C@@H]1CC1CCCCC1	-0.7	-0.7	2.2	-1.1	3.9	0.7	5.6	-0.2	0.1	-2.3	-0.5
CC(Oc1ccc(Cl)cc1)C(=O)Nc1ncccn1 (stereo not given)	0.8	-2.5	0.0	-0.8	-0.6	-1.1	1.8	0.2	-0.6	-1.4	1.6
NC(=O)C1(N2CCCCC2)CCN(S(=O)(=O)c2ccc(Cl)s2)CC1	-0.5	1.6	0.9	-1.3	0.1	-0.1	-2.0	0.4	0.7	2.7	-0.1
CC(=O)Nc1ccc(S(=O)(=O)N2CCC(NC(C)=O)(c3cccc(F)c3)CC2)cc1	-1.5	1.1	-0.9	-1.2	1.2	0.7	0.1	0.2	0.0	-2.4	-1.5
Cc1cccc(OCc2ccc(C(=O)Nc3ccc(F)cc3)cc2)c1	-3.0	-4.0	0.6	-1.4	0.9	-1.9	3.2	-1.6	0.3	-0.8	-9.1
Oc1ccc(-c2n[nH]c(=S)n2-c2ccc3c(c2)OCCO3)c(O)c1	-4.7	-2.2	-2.3	-0.9	-1.1	0.1	7.2	-1.8	-0.7	-1.5	-1.0
COc1cc(Cl)c(C)cc1NC(=O)Cn1c(NCCO)nc2ccccc21	-0.9	-1.3	-0.4	-1.7	-5.7	-1.7	-6.8	-0.4	0.2	-2.1	-3.3
COc1ccc(NC(=O)c2ccc3c(=O)n(-c4ccc(OC)cc4OC)c(=S)[nH]c3c2)c(OC)c1	-2.6	-2.2	-1.8	-1.5	2.1	-1.1	-3.0	-1.0	-0.2	-1.4	2.8
N#CC1=C(N)OC2=C(C(=O)CCC2)C1c1cc2c(cc1Cl)OCO2 (stereo not given)	-0.7	0.7	2.3	-1.6	-7.2	0.1	-0.9	-0.3	0.3	-0.2	-0.8
Cc1ccc(C(=O)C=Cc2ccc3c(c2)OCO3)c(C)c1	2.9	1.1	4.1	0.3	-1.3	1.6	1.7	-0.5	-0.5	5.0	-5.5
CCOc1ccc(OCCC(=O)N(CC)CC(=O)NCc2ccc(Cl)cc2)cc1	0.6	-1.9	-0.3	-1.4	1.6	-1.1	-1.0	-2.3	0.3	-0.2	-8.0
CN(C(=O)COc1ncnc2sccc12)c1ccccc1	-2.9	-0.7	-0.2	-1.9	0.1	-0.5	3.8	0.3	-0.6	1.3	10.8
Cc1cc(C(=O)N/N=C/c2ccc([N+](=O)[O-])o2)c(C)o1	-3.4	-1.6	-1.8	-1.5	-3.8	-3.8	-3.7	-2.8	0.4	-5.6	-2.3
N#Cc1ccc(S(=O)(=O)NC[C@H]2O[C@@H](n3cnc4c(N)ncnc43)[C@H](O)[C@@H]2O)cc1	-1.1	-1.7	-0.4	-1.4	1.2	-0.6	-4.8	-0.1	-0.3	0.1	6.0

Overlap with the part before: 2 entries, then new ones.
SMILES	SMARCA2 activ	hcDAF12 agonist	FXN GAA850 act	ssDAF-12 act	GC-A act	DAX1 inh-1	GC-B act	DAX1 inh-2	KLK7 zymogen act	hgDAF-12 ag	sPLA2-III inh
Cc1cc(C(=O)N/N=C/c2ccc([N+](=O)[O-])o2)c(C)o1	-3.4	-1.6	-1.8	-1.5	-3.8	-3.8	-3.7	-2.8	0.4	-5.6	-2.3
N#Cc1ccc(S(=O)(=O)NC[C@H]2O[C@@H](n3cnc4c(N)ncnc43)[C@H](O)[C@@H]2O)cc1	-1.1	-1.7	-0.4	-1.4	1.2	-0.6	-4.8	-0.1	-0.3	0.1	6.0
FC(F)(F)c1nnc2ccc(N3CCOCC3)nn12	-5.6	-0.5	-0.3	-0.7	0.8	2.8	0.7	-0.3	-0.4	-0.5	4.3
CSc1ccc(Cl)c(C(=O)NCCOc2ccccc2)c1	2.8	-0.9	4.2	-1.1	1.2	-0.3	1.8	0.0	0.5	2.0	-3.7
CC(C)CN1C=C2C(=O)C(C)(OC(=O)CCc3ccccc3)C(=O)C=C2C=C1c1ccc(C#N)cc1 (stereo not given)	-0.3	-1.3	-1.0	-0.4	4.5	1.5	-5.0	0.2	3.1	-1.1	-0.8
Cc1cc(O)c(/C=N/Nc2ccccc2)c(=O)o1	-0.4	-0.1	1.1	-0.8	-8.6	0.3	0.6	-0.3	0.2	0.3	5.6
Cc1ccccc1C(=O)N(CC(=O)Nc1sc(C)c(C)c1C(N)=O)C1CCCC1	0.7	-1.7	-1.3	-1.2	-3.4	-1.3	1.3	-0.4	-0.4	-1.2	-4.6
CCOC(=O)c1ccc(NC(=O)COC(=O)Cc2csc(-c3ccccc3)n2)cc1	0.4	2.4	2.4	-0.6	5.7	1.2	-0.3	0.3	0.2	2.4	-35.6
O=C(COC(=O)CNC(=O)c1ccc(Cl)cc1Cl)NC1CC1	-2.9	0.0	1.7	0.2	6.4	0.2	-7.7	-0.4	-1.0	-1.5	8.1
Cc1cccc(NC(=O)c2cc(S(=O)(=O)N3CCCCC3)c[nH]2)c1	-3.1	-2.1	1.3	-1.1	-6.8	nt	-4.7	-1.4	-0.6	-0.4	2.6
COc1ccc(CCNC(=O)CN2C(=O)CSc3ccc(S(=O)(=O)N4CCOCC4)cc32)cc1OC	0.8	1.0	0.4	-1.0	-0.6	0.8	0.7	-0.3	0.2	-0.2	6.9
O=C1OC(Oc2ccc(Br)cc2)(c2ccccc2)c2ccccc21 (stereo not given)	-0.5	-2.6	2.7	-0.9	-20.0	1.6	-9.6	-0.5	0.5	1.4	1.1
CC1Cc2cc(S(=O)(=O)N3CCN(C)CC3)ccc2N1C(=O)C1CC1 (stereo not given)	3.2	-1.6	-0.3	-0.6	0.7	1.8	3.2	0.7	0.2	-1.5	-0.8
CCOc1ccc(N2CC(=O)N(c3ccc(OCC)cc3)CC2=O)cc1	-4.5	-0.9	1.9	-1.1	-1.2	2.6	-2.7	-0.6	-0.2	0.4	-0.1
CCOc1ccc(NS(=O)(=O)c2ccc(C(=O)NCC(c3ccccc3OC)N3CCCC3)cc2)cc1 (stereo not given)	0.8	0.7	0.1	-0.5	-2.4	-1.2	-0.1	1.1	1.0	0.6	-9.9
CCN(CC)C(=O)C(=O)c1cn(CC(=O)N2CCc3ccccc3C2)c2ccccc12	-0.4	-1.0	-2.6	-1.3	0.5	-1.3	1.3	-2.3	0.6	-1.1	-8.0
Cc1cccc(OCC(=O)Nc2ccc(S(=O)(=O)Nc3onc(C)c3C)cc2)c1C	2.8	-2.9	-0.2	-0.7	-1.9	-1.8	-2.5	0.1	-0.5	0.0	-20.0
CCn1c2ccccc2c2cc(NC(=O)COC(=O)c3cc(Cl)c(N)cc3OC)ccc21	-2.6	-2.9	0.9	-1.4	-6.2	-2.0	2.3	-0.1	-3.9	3.0	-0.5
COc1ccc(-c2csc(NC(C)c3nc4cc(Cl)c(N5CCCCC5)cc4n3CCOCCO)n2)cc1 (stereo not given)	-1.0	-1.9	-1.4	-1.9	-0.3	-0.7	1.9	0.4	0.1	0.4	-14.8
CCOc1cc(CN2CCC(n3nccc3NC(=O)C3CC3)CC2)ccc1O	1.6	0.1	-1.9	-0.4	-0.6	1.1	0.4	0.2	-0.1	-2.6	-4.4
Cc1cc(=O)[nH]c(=O)n1Cc1ccccc1	-1.1	1.7	1.9	-1.6	0.2	1.6	-0.6	-0.2	0.4	1.9	0.6
CCOC(=O)CON1C(=O)C(=O)N(OCC(=O)OCC)[C@H]2CCCC[C@H]21	5.1	-0.4	-0.8	-0.2	-0.2	1.6	5.0	0.0	-0.4	-1.2	-1.3
CCOc1ccc(CCNC(=O)c2ccc3nc(CC)c(CC)nc3c2)cc1	-1.8	-2.3	1.2	-1.0	1.9	-0.3	3.6	-0.5	0.5	0.5	-0.8
COC(=O)C(C(=O)OC)c1ncccc1NS(=O)(=O)c1ccc(C)cc1	-2.9	-0.4	nt	-0.6	2.5	nt	-0.7	1.0	0.3	-0.7	7.5
COc1cc(NC(=O)CN2CC(c3ccccc3)CC2=O)cc(OC)c1 (stereo not given)	-1.8	-1.4	1.8	-1.7	-8.0	-0.4	-1.8	-1.1	0.0	1.8	14.6
Cc1ccc2oc(Nc3nc(C)c(C)c(C)n3)nc2c1	1.3	2.6	2.6	-0.3	1.4	1.6	-1.1	1.8	0.4	4.4	9.1
CCN(CC)C(CNC(=O)CSc1nnnn1-c1ccc(C)c(C)c1)c1ccco1 (stereo not given)	2.3	-0.3	2.0	-1.1	3.7	-1.0	-2.4	-1.9	0.5	-1.5	-6.2
COc1ccc(CNC(=O)COC(=O)c2cc3ccccc3cc2O)cc1OC	-1.6	2.0	0.8	-0.7	0.8	-0.7	7.5	-0.7	7.7	2.7	-11.7
COc1ccc(CCN(C)C(=O)c2ccc(S(=O)(=O)NCc3ccco3)cc2)cc1OC	-3.0	0.7	2.8	-1.8	-4.6	-1.1	1.1	0.1	-0.1	-4.1	7.0
O=C(CCCn1c(SCC(=O)c2ccccc2)nc2ccccc2c1=O)NCC1CCCO1 (stereo not given)	-1.4	-1.1	0.7	-2.1	-2.7	-1.0	4.4	-1.5	0.2	-3.4	-35.0
CCn1c(=O)cc(N2CCCCC2)[nH]c1=O	-0.2	0.3	-0.5	-1.7	3.5	-0.1	1.4	-0.3	-0.9	-1.6	3.7
